ER stress rescue = rescue of cells from ER stress-induced death, primary screen, 384-well, CSM14.1, thapsigargin, ATP luminescence (AID 1222) | CSM14.1 thapsigargin-induced death rescue, ATP luminescence; higher % means a stronger effect | cellular ATP content (survival), % at 20 µM, or EC50 in µM where a hit was titrated | 190,000 tested, under 10 active;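 active = EC50 below 50 µM in the dose-response confirmation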;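 note: death triggered by thapsigargin at about 15 µM added after 2 h compound pretreatment; cell ATP read after overnight thapsigargin exposure of roughly 18 to 22 hours; normalized against plate controls of thapsigargin alone and 5% DMSO vehicle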
human PMI inhibitors = MPI inhibition at elevated mannose 6-phosphate – biochemical, fluorescence intensity, high mannose 6-phosphate, primary screen (AID 1220); recombinant PMI enzyme, coupled fluorescence intensity; higher % means a stronger effect; inhibition, % at 20 µM; hits with a dose series show IC50 in µM; 0.66% of 190,000 active; in the data active = inhibition above about 50%
Siah-1 displacement = Siah-1 peptide-binding antagonists, primary screen, biochemical, fluorescence polarization, rhodamine-plectin, uHTS (AID 1817). Siah-1 / rhodamine-plectin peptide fluorescence polarization; higher % means a stronger effect. one-dose displacement, % at 20 µM; IC50 in µM for titrated hits. 0.02% of 290,000 active;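 active = displacement of at least 50% at 20 µM, with a fluorescence ratio check between 0.3 and a set limit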;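 note: plate controls were Siah plus tracer with DMSO for no effect and tracer alone without Siah for full effect; strong numbers were not always called active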
XIAP antagonists = XIAP antagonists, biochemical, IAP family, fluorescence polarization (AID 1018); XIAP BIR domain, fluorescence polarization peptide displacement; higher % means a stronger effect; one-dose displacement, % at 20 µM; IC50 in µM for titrated hits; 0.007% of 200,000 active; in the data active = displacement above about 50%; note: a part of the inactive calls stands beside numbers as strong as those of hits
P. falciparum M17LAP = P. falciparum M17LAP inhibitors, primary screen, biochemical, fluorogenic H-Leu-NHMec substrate, 1536-well (AID 1619); recombinant M17LAP, H-Leu-NHMec fluorogenic kinetic assay; higher % means a stronger effect; inhibition, % at 30 µM; hits with a dose series show IC50 in µM; 0.38% of 220,000 active;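 active = compound inhibiting the enzyme by more than half at any dose during confirmatory dose-response retesting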;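 note: plate controls were full reaction with DMSO carrier for no effect and no enzyme background for full effect; strong numbers were not always called active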
West Nile antiviral = West Nile virus antiviral activity, cell-based, CPE readout (AID 1621); West Nile virus-infected cells, CPE inhibition; higher % means a stronger effect; CPE inhibition, % at 10 µM; hits with a dose series show IC50 in µM; 0.02% of 290,000 active; in the data active = a potency from the dose series; note: strong numbers were not always called active
P. falciparum M1AAP = malaria alanyl aminopeptidase activity blockers – biochemical, fluorogenic H-Leu-NHMec substrate, 1536-well (AID 1445); recombinant M1AAP, H-Leu-NHMec fluorogenic kinetic assay; higher % means a stronger effect; one-dose inhibition, % at 30 µM; IC50 in µM for titrated hits; 0.42% of 220,000 active;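 active = primary inhibition above the hit cutoff, then over 50% inhibition at one or more dose response concentrations, cut at about 23% in these data, passing the limit was not always enough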;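 note: plate controls were DMSO full reaction for no effect and no enzyme background for full effect; strong numbers were not always called active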
PhoP inhibition = inhibitors of PhoP regulon expression, primary screen, Salmonella Typhimurium, GFP reporter (AID 1863) | S. Typhimurium PhoP-regulated promoter GFP reporter, 4 h; higher % means a stronger effect | one-dose inhibition, % at 50 µM; IC50 in µM for titrated hits | 0.16% of 300,000 active;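 active = inhibition over 29.93%, a cutoff 3 SD above the screen mean, later confirmed by dose response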;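 note: 0% = low Mg2+ inducing control and 100% = high Mg2+ repressing control; strong numbers were not always called active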
Yfh1-off respiration = enhancers of respiration in Yfh1-depleted yeast, dose response, Friedreich's ataxia, plus single-dose screen (AID 1465) | S. cerevisiae Yfh1-off respiration, WST-1 reduction, 72 h; higher fold induction means a stronger effect | one-dose fold induction at 50 µM; EC50 in µM for titrated hits | 0.074% of 220,000 active;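 active = fold induction of absorbance versus untreated yeast above a set limit, then at least 30% activation at any dose in follow-up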;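 note: activators that raise dye reduction in frataxin-depleted yeast; strong numbers were not always called active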
The depositor's hits bear a star; i = inactive; / = not tested or not shown. Not a hit list; any-hit rate near 1.6%.

Below each SMILES – ER stress rescue	human PMI inhibitors	Siah-1 displacement	XIAP antagonists	P. falciparum M17LAP	West Nile antiviral	P. falciparum M1AAP	PhoP inhibition	Yfh1-off respiration
- CC(=O)Oc1ccc(C2(C)CC(C)(C)NC(=S)N2C)c(OC(C)=O)c1 (stereo unspecified)
    -2.2%	-5.8%	-4.5%	5.0%	1.9%	0.0%	6.7%	-6.7%	i
- C=CCNC(=O)c1ccc(CNS(=O)(=O)c2ccc(NC(C)=O)cc2)cc1
    0.4%	2.9%	-2.6%	-7.2%	13.4%	-0.1%	1.3%	6.9%	i
- COc1ccc(-n2c(-c3ccc(Cl)cc3)c[n+]3c2CCCCC3)cc1
    /	/	-7.2%	/	2.8%	0.7%	0.3%	-4.5%	i
- CCCOc1c(Cl)cc(C(=O)NC)cc1OC
    0.1%	3.7%	3.1%	2.8%	0.2%	-0.4%	0.0%	13.3%	i
- Cc1ccc(-n2nc3ccc(NC(=S)NC(=O)/C=C/c4ccco4)cc3n2)cc1
    -1.9%	11.2%	5.1%	0.1%	18.1%	-0.1%	9.4%	2.6%	i
- O=C(CSc1ccc(Cl)cc1)Nc1ccc(N2CCN(c3ccccc3)CC2)c(F)c1
    0.9%	2.7%	0.2%	-1.0%	-11.3%	-0.3%	3.4%	-6.5%	i
- Nn1c(Cc2cccc3ccccc23)nnc1SCC(=O)NC1CCS(=O)(=O)C1 (stereo unspecified)
    0.1%	-2.2%	5.2%	-1.7%	1.3%	-0.1%	-11.8%	-2.4%	i
- CS(=O)(=O)c1ccc(C(=O)Nc2cc(S(C)(=O)=O)ccc2Cl)cc1
    -1.8%	3.4%	-5.8%	-2.0%	2.2%	-0.6%	0.4%	3.1%	i
- Cc1ccc(S(=O)(=O)N2CCOCC2)c2nsnc12
    -0.5%	-0.4%	5.1%	-4.3%	1.6%	0.2%	5.9%	10.1%	i
- c1cncc(CNc2cccc(-c3nc4ccccc4[nH]3)c2)c1
    -1.8%	-7.7%	-2.2%	-0.4%	-1.7%	-0.5%	5.5%	16.1%	i
- COc1cccc(/C=N/NC(=O)C(=O)Nc2ccccc2OC(F)(F)C(F)F)c1O
    -1.6%	-3.2%	-0.6%	-0.9%	0.2%	1.3%	32.9%	6.2%	i
- CCN1CCN(C(=O)C2=C(C(=O)O)CCCC2)CC1
    0.3%	0.6%	-3.8%	-28.4%	-5.2%	1.3%	0.3%	5.6%	i
- COc1ccccc1NCC(=O)N/N=C/c1sccc1C
    -1.5%	49.0%	-0.9%	-3.1%	-0.4%	0.2%	7.0%	-3.8%	i
- O=C(CSc1nc2ccccc2o1)N1CCN(S(=O)(=O)c2ccc3ccccc3c2)CC1
    -6.8%	9.4%	8.0%	-15.0%	-0.5%	-1.9%	8.5%	-23.4%	i
- Cc1ccc(-c2nn(CC(N)=O)c(=O)c3ccccc23)cc1S(=O)(=O)N(C)C
    3.0%	0.9%	-1.3%	0.7%	-6.7%	0.6%	13.1%	0.2%	i

Later entries.
Below each SMILES – ER stress rescue	human PMI inhibitors	Siah-1 displacement	XIAP antagonists	P. falciparum M17LAP	West Nile antiviral	P. falciparum M1AAP	PhoP inhibition	Yfh1-off respiration
- COCCCNCCOc1ccc(C)cc1[N+](=O)[O-]
    -5.4%	4.9%	-2.7%	-2.1%	10.2%	0.3%	2.4%	3.7%	i
- N#CC1=C2C=CC=CN2CC1=O
    -1.5%	0.4%	1.9%	-4.8%	-3.0%	0.1%	-0.5%	-2.8%	i
- COc1ccc(N2CCN(CCCNC(=O)CCCn3c(=O)[nH]c4ccsc4c3=O)CC2)cc1
    0.1%	-4.3%	-0.8%	-7.6%	8.4%	/	-1.4%	-2.7%	/
- c1ccc2c(c1)nc(N1CCOCC1)c1c3ccccc3[nH]c21
    -2.8%	-12.9%	-4.0%	-6.8%	-24.9%	1.6%	7.5%	4.0%	i
- Cc1nn(C)c(C)c1CN(C)C(=O)CCCC(=O)O
    -1.9%	2.5%	2.6%	-0.6%	1.8%	0.4%	3.0%	-3.4%	i
- COc1ccccc1CNCc1ccc(OC)c(OC)c1OC
    -3.0%	-22.4%	6.2%	-6.6%	10.0%	-0.9%	-2.0%	9.4%	i
- Cc1ccc(CNC(=O)Cn2cnc3cc([N+](=O)[O-])ccc3c2=O)cc1
    0.7%	4.6%	-4.5%	-12.9%	-9.4%	-1.1%	4.4%	1.0%	i
- COc1cccc(CNC(=O)c2ccc(CS(=O)(=O)Cc3ccc(C)cc3)o2)c1
    -1.0%	8.6%	4.1%	-2.7%	2.2%	-1.3%	1.5%	-1.4%	i
- COc1ccc(CCC(=O)Nc2nc(-c3ccncc3)cs2)cc1
    0.3%	-13.2%	-5.9%	-5.4%	3.7%	-0.7%	1.3%	-2.0%	i
- Cc1ccccc1NC(=O)c1ccc(N/N=C/c2ccccc2O)c([N+](=O)[O-])c1
    -1.4%	-11.5%	7.4%	-9.0%	3.9%	/	-1.5%	12.1%	/
- O=C(O)CCCCCn1c(O)c(C=C2N=c3ccccc3=N2)sc1=S
    -0.1%	-4.2%	-10.6%	-6.7%	21.1%	-0.9%	18.1%	-36.6%	i
- N#Cc1ccc(OCC(=O)Nc2cc(S(=O)(=O)N3CCOCC3)ccc2N2CCOCC2)cc1
    /	/	-2.9%	/	-9.9%	-0.1%	-2.2%	-6.0%	i
- Cc1ccc2ccccc2[n+]1CCCS(=O)(=O)[O-]
    -0.6%	-0.9%	0.5%	-3.8%	7.8%	0.5%	0.9%	-3.8%	i
- N#Cc1ccccc1Sc1ccccc1C(=O)Nc1ccc2ccccc2c1
    1.0%	8.0%	0.4%	-3.8%	0.3%	-1.0%	2.7%	-3.8%	i
- Cc1nc(SCC(=O)O)c(C#N)c(C)c1CC(=O)c1ccccc1
    -2.0%	-39.3%	-0.9%	-6.2%	-0.6%	1.2%	-0.6%	-3.0%	i

(next part)
Below each SMILES – ER stress rescue	human PMI inhibitors	Siah-1 displacement	XIAP antagonists	P. falciparum M17LAP	West Nile antiviral	P. falciparum M1AAP	PhoP inhibition	Yfh1-off respiration
- COc1ccc(NC(=O)C(C)N(c2ccc(C)cc2)S(C)(=O)=O)cc1 (stereo unspecified)
    -0.6%	10.9%	-0.7%	-5.1%	3.1%	0.0%	-3.1%	-0.5%	i
- Fc1ccc(-n2c(Cn3nnc4ccccc43)n[nH]c2=S)cc1
    -1.8%	-3.5%	-0.5%	-4.9%	-0.1%	0.8%	1.0%	8.0%	i
- Fc1ccccc1CSc1nncn1NC/C=C/c1ccccc1
    -0.9%	6.3%	2.1%	0.6%	-3.1%	-0.4%	2.4%	1.8%	i
- Cc1nnc(SCc2cccc(Oc3ccccc3)c2)n1N
    0.5%	3.2%	1.4%	-4.0%	2.7%	-0.5%	0.8%	10.4%	i
- O=c1[nH]c2cccnc2c2ccsc12
    0.8%	6.7%	6.0%	-6.2%	19.4%	1.0%	-1.5%	12.3%	i
- Cc1ccc(CNC(=O)CSc2n[nH]c(N)n2)cc1
    /	11.6%	2.2%	-0.9%	16.9%	-0.3%	2.9%	-7.9%	i
- Cc1ccc(NC(=O)Cn2c(CCC(=O)O)ccc2-c2cccs2)cc1Cl
    2.8%	0.7%	-0.5%	-10.2%	13.3%	-0.5%	6.5%	1.6%	i
- CN(CC(=O)Nc1ccc(C(N)=O)cc1)CC(=O)Nc1ccccc1Br
    /	/	16.2%	/	3.0%	-0.1%	9.1%	-3.7%	i
- Oc1ccccc1Oc1c(F)c(F)nc(N2CCCC2)c1F
    -1.0%	/	19.2%	-4.0%	8.3%	-0.9%	7.0%	3.2%	i
- Cc1ccc(CN(c2ccc(C(=O)N3CCc4ccccc4C3)cc2)S(C)(=O)=O)cc1
    2.4%	10.4%	5.6%	-4.2%	-1.4%	-1.6%	3.8%	5.5%	i
- CCCC(=O)Nc1nc2nc(-c3ccccc3)cc(-c3ccccc3)n2n1
    -0.3%	-4.0%	-2.4%	-3.6%	-4.4%	1.5%	12.2%	-9.4%	i
- COc1ccc(/C(O)=C2/C(=O)C(=O)N(CCN3CCOCC3)C2c2ccccn2)cc1 (stereo unspecified)
    -1.4%	-12.6%	2.8%	-4.3%	7.9%	0.2%	7.5%	-0.6%	i
- CC(C)(CC(=O)N1CCN(c2ccc(Cl)cc2)CC1)CC1=NS(=O)(=O)c2ccccc2N1
    -1.3%	1.5%	2.0%	-1.3%	6.3%	/	2.8%	-7.5%	/
- CCOC(=O)NNC(=O)c1ccc(Cl)cc1
    -3.0%	1.3%	-3.5%	-1.1%	11.2%	0.5%	0.3%	2.0%	i
- CCN(C(=O)CSc1nnc(Cn2nnc3ccccc32)o1)c1nc(-c2ccccc2)cs1
    4.9%	2.1%	-2.1%	-14.0%	10.2%	0.1%	15.6%	-4.3%	i

(more compounds)
Below each SMILES – ER stress rescue	human PMI inhibitors	Siah-1 displacement	XIAP antagonists	P. falciparum M17LAP	West Nile antiviral	P. falciparum M1AAP	PhoP inhibition	Yfh1-off respiration
- O=C(OCC(=O)c1ccccc1Br)c1ccccn1
    /	-11.7%	3.9%	-1.4%	13.6%	0.1%	8.4%	-0.8%	i
- CN(C)CCN(C)Cc1ccccc1Sc1cccc2ccccc12
    0.4%	-31.8%	-8.7%	0.0%	-4.6%	15.4%	4.5%	0.7%	i
- CC(C)C1N(S(=O)(=O)c2ccccc2)CCN1S(=O)(=O)c1ccccc1
    -1.7%	18.7%	-0.7%	-3.5%	-4.0%	-1.4%	6.5%	7.2%	i
- O=C(C1COc2ccccc2O1)N1CCc2ccccc21 (stereo unspecified)
    1.1%	-7.0%	29.2%	-10.1%	2.1%	-0.1%	4.6%	19.4%	i
- O=C(NC(=S)NCc1cccnc1)c1ccccc1[N+](=O)[O-]
    16.8%	-4.9%	6.3%	0.0%	8.4%	-0.4%	11.0%	6.2%	i
- COc1ccccc1-c1nnc(SCC(=O)Nc2nc(-c3ccccc3)cs2)n1C
    0.0%	-1.7%	-5.0%	-1.6%	12.0%	-0.3%	-10.4%	27.9%	i
- CC1CCCC(NC(=O)COC(=O)Cc2ccc(Br)cc2)C1C (stereo unspecified)
    1.5%	9.4%	-4.8%	-14.2%	2.5%	0.5%	0.0%	1.7%	i
- COc1cc(/C=N/NC(=O)NC2CCCCC2)cc(OC)c1O
    /	/	5.9%	/	8.0%	0.7%	2.4%	-9.6%	i
- CCOc1ccc(-n2ccnc2SCC(=O)Nc2nnc(CC)s2)cc1
    -1.5%	-6.5%	-1.2%	-3.6%	16.9%	-0.1%	3.9%	-5.3%	i

An excerpt from above in order of molecular weight, highest first.
Below each SMILES – ER stress rescue	human PMI inhibitors	Siah-1 displacement	XIAP antagonists	P. falciparum M17LAP	West Nile antiviral	P. falciparum M1AAP	PhoP inhibition	Yfh1-off respiration
- N#Cc1ccccc1Sc1ccccc1C(=O)Nc1ccc2ccccc2c1
    1.0%	8.0%	0.4%	-3.8%	0.3%	-1.0%	2.7%	-3.8%	i
- c1ccc2c(c1)nc(N1CCOCC1)c1c3ccccc3[nH]c21
    -2.8%	-12.9%	-4.0%	-6.8%	-24.9%	1.6%	7.5%	4.0%	i
- Cc1nn(C)c(C)c1CN(C)C(=O)CCCC(=O)O
    -1.9%	2.5%	2.6%	-0.6%	1.8%	0.4%	3.0%	-3.4%	i

Screening data: PubChem BioAssay, several laboratories
